CR mimetic SO: reduction of superoxide in aged yeast, primary screen, HTS; superoxide response (% of plate mean), % at 10 µM; 330,000 compounds, 0.18% hits; S. cerevisiae aged cells, superoxide DHE fluorescence; stronger effect = lower value;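 active = superoxide response under a set limit, about three screen SD below normal, cut at about 65% in these data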;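 note: yeast aged for seven days with compound at 30 °C before DHE staining; 100% = average MFI of all compound-treated wells on the plate with controls excluded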
MEP2 TOR yeast: modulators of MEP2-GFP levels in yeast, primary screen, S. cerevisiae, multiplex flow cytometry, MLPCN library | 330,000 compounds, 0.51% hits | GFP response vs DMSO, % at 10 µM | S. cerevisiae MEP2-GFP strain, 3 h; 100% = DMSO control level;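 active = GFP response versus DMSO above a set limit, roughly screen mean plus 3 SD, cut at about 180% in these data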;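 note: median GFP fluorescence of the barcode-gated MEP2-GFP cells per well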
RPL19A-GFP yeast: RPL19A-GFP expression modulators in yeast, primary screen, cell-based, S. cerevisiae, multiplex flow cytometry, MLPCN | 330,000 compounds, 0.3% hits | percent response vs DMSO, % at 10 µM | S. cerevisiae RPL19A-GFP strain, 3 h; stronger effect = lower value;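 active = percent response vs DMSO below 50%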;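 note: median channel GFP fluorescence of the barcoded RPL19A-GFP strain; ratio of sample median GFP to plate DMSO average so 100% = DMSO; lower means less RPL19A-GFP as with rapamycin TOR inhibition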
procasp7 counter: procaspase-7 activators, primary screen, counter-screen for procaspase-3 activator project, biochemical, absorbance, HTS, human. 330,000 compounds, 0.093% hits. recombinant procaspase-7, Ac-DEVD-pNA absorbance 405 nm; D23A/D198A/D206A triple mutant, cannot self-cleave; scale: DMSO 0, 5 µM enzyme 100. Caspase-7 (Homo sapiens), P55210. activation, % at 8.5 µM;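 active = percent activation above the screen-wide mean plus 3 SD, cut at about 25% in these data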
Target sequence (P55210 whole entry D23A/D198A/D206A): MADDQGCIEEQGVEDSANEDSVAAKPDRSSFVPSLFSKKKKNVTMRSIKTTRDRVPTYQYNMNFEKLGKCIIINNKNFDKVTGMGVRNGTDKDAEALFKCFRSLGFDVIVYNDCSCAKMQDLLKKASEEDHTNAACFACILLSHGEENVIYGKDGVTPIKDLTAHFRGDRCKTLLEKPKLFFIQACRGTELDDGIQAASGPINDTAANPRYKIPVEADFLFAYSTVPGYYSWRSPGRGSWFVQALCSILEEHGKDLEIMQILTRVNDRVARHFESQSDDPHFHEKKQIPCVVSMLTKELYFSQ
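System: Procaspase-7 triple mutant (PC-7 D3A); measure: % activation from two-timepoint absorbance difference, scaled to controls; times: 1 h compound preincubation, 2 h substrate cleavage, 25 °C; also added: Ac-DEVD-pNA substrate, 400 µM as added; measured by: Epi-absorbance of released pNA at 405 nm, two timepoints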
procasp3 activ: activators of human procaspase-3 D3A mutant, primary screen, biochemical, absorbance, PC-3 D3A mutant, single concentration; recombinant procaspase-3 D3A, Ac-DEVD-pNA absorbance 405 nm; 330,000 compounds, 0.11% hits; Caspase-3 (Homo sapiens), P42574; activation, % at 8.5 µM;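 active = activation above the mean of all tested compounds plus 3 SD, cut at about 21% in these data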;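 note: 0% = DMSO alone and 100% = DMSO wells spiked with extra 5 µM PC-3 D3A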
Target sequence (P42574 whole entry D9A/D28A/D175A): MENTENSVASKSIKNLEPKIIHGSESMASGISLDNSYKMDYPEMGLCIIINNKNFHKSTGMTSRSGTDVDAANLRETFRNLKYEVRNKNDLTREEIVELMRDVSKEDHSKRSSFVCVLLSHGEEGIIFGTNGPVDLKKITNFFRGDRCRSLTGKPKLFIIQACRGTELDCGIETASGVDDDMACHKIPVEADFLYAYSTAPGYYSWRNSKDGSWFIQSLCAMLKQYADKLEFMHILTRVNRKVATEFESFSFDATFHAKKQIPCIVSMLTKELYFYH
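Evaluation: percent activation relative to control range; Material: Procaspase-3 D3A mutant, all three cleavage aspartates alanine; Compound: single dose, 8.5 µM nominal compound, 0.8% DMSO; Replication: one well per compound; Signal: absorbance at 405 nm, 0 and 120 min; Schedule: 1 h preincubation plus 2 h reaction at 25 °C.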
AHR activator: AHR activators, primary screen, cell-based, luminescence, luciferase reporter, human; Aryl hydrocarbon receptor (Homo sapiens), P35869; AHR-responsive luciferase reporter cells; activation, % at 5 µM; 320,000 compounds, 2.5% hits; in the data active = activation above about 47%;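 note: 0% = vehicle wells and 100% = reference agonist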
LAP4 TOR yeast: modulators of LAP4-GFP expression in yeast, primary screen, S. cerevisiae, multiplex flow cytometry, MLPCN library. 320,000 compounds, 0.34% hits. 3 h; median GFP as percent of DMSO wells. GFP response vs DMSO, % at 10 µM;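 active = GFP response vs DMSO above a set limit, about the screen mean plus 3 SD, cut at about 150% in these data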
JMJD2C inh: inhibitors of GASC-1 histone demethylase, primary screen, biochemical, fluorescence, DELFIA europium; 330,000 compounds, 0.069% hits; inhibition, % at 2.35 µM; AID 2099, 2009; GST-JMJD2C(1-420) H3K9me3 demethylation;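 active = more than half of a compound's replicate wells show inhibition beyond 50%, single wells judged on their own value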;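 note: signal counts dimethyl H3K9 product captured on neutravidin plate; 0% = median of DMSO wells and 100% = 0.3 times that DMSO median; strong numbers were not always called active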
Target sequence (Q9H3R0 1-420 limits assumed): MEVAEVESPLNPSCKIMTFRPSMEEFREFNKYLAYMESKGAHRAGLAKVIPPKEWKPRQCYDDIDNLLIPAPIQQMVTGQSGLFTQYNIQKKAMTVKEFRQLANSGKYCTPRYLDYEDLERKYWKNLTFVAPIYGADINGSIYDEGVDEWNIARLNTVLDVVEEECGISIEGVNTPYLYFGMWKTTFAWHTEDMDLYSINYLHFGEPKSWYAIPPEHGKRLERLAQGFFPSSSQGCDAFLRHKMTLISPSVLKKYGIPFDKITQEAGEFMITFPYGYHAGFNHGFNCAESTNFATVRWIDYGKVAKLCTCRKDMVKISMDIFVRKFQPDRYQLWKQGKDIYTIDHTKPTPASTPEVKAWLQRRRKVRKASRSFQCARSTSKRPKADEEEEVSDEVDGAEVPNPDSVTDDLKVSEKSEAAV
* hit, by the source's call.

SMILES | CR mimetic SO | MEP2 TOR yeast | RPL19A-GFP yeast | procasp7 counter | procasp3 activ | AHR activator | LAP4 TOR yeast | JMJD2C inh
Cc1ccc(S(=O)(=O)N2CCCC(N3CCOCC3)C2)cc1Cl (stereo not drawn) | 115.1 | 104.3 | 102.0 | 5.3 | 5.4 | 0.5 | 90.8 | 20.5
c1ccc(-c2csc3nnc(SCc4ccc5c(c4)OCO5)n23)cc1 | 93.2 | 98.6 | 97.3 | -0.3 | -4.9 | 83.7* | 97.6 | -6.6
CN1CCC(N2CCCC(C(=O)O)C2)CC1 (stereo not drawn) | 111.5 | 101.0 | 98.8 | 8.1 | 7.3 | 1.2 | 97.7 | -7.2
O=C(NCC1CCCO1)c1cccc(NC(=O)c2ccccc2)c1 (stereo not drawn) | 92.4 | 96.9 | 91.4 | -4.7 | -10.0 | 10.1 | 97.0 | 25.2
COc1cccc(/C=N/NC(=O)c2c(C)nc3ccc(Br)cn23)c1 | 132.4 | 98.9 | 99.1 | 1.8 | 4.6 | 19.6 | 92.3 | -8.1
CC1(C)S[C@@H]2[C@H](NC(=O)[C@H](N)c3ccc(O)cc3)C(=O)N2[C@H]1C(=O)O | 126.3 | 96.7 | 99.1 | -1.5 | 9.9 | -0.3 | 109.6 | -37.9
COc1cccc(C(=O)Nc2ccc(NC(=O)c3cc4ccccc4o3)c(OC)c2)c1 | 115.1 | 107.2 | 103.2 | -1.3 | -1.6 | 5.7 | 95.3 | -3.6
Cc1ccc(OCCCCN2CCC(C)CC2)cc1 | 68.3 | 101.3 | 99.6 | 3.6 | -1.5 | 3.8 | 99.4 | 7.6
Cc1ccc(S(=O)(=O)N/N=C/c2cc(Br)ccc2O)cc1 | 95.7 | 106.5 | 110.1 | 1.8 | 0.7 | 8.3 | 105.2 | 3.9
COc1ccc(C(=O)N/C(=C\c2cn(C)c3ccccc23)C(=O)OCC(C)C)cc1 | 97.0 | 97.7 | 96.5 | -1.6 | 8.8 | 89.6* | 81.0 | 3.9
COc1cccc(NC(=O)CN2CCN(CC(=O)Nc3ccc(F)cc3)CC2)c1 | 61.1* | 96.1 | 98.0 | 6.2 | 3.3 | -0.4 | 96.9 | -2.2
Cc1ccc(NC(=O)c2cccc(S(=O)(=O)N3CCCCC3)c2)cc1 | 101.1 | 103.5 | 98.0 | 2.6 | 5.0 | 10.7 | 90.5 | 35.1
COC(=O)c1[nH]c2cc(OC)ccc2c1NC(=O)c1ccc2c(c1)OCO2 | 81.5 | 101.9 | 100.3 | 4.4 | -7.8 | 8.8 | 105.5 | 4.1
O=C(Cc1ccc(Cl)cc1)Nc1ccc(SC(F)F)cc1 | 89.0 | 102.2 | 101.1 | 6.3 | 4.5 | 5.2 | 110.1 | 19.1
CC(C)c1ccc(NC2CCCN(C(=O)CCN3CCCC3=O)C2)cc1 (stereo not drawn) | 80.9 | 98.7 | 99.7 | 8.5 | 2.4 | -2.5 | 93.5 | 2.5
COCCNC(=O)CCc1nnc(Cc2ccc(-c3ccccc3)cc2)o1 | 103.3 | 88.2 | 94.4 | 4.8 | -2.9 | 0.1 | 95.5 | 2.1
COc1ccc(C(=O)Nc2ncc(C)s2)cc1S(=O)(=O)N1CCOCC1 | 84.2 | 95.5 | 94.3 | 2.7 | -12.6 | 8.0 | 96.9 | -2.7
COc1ccc2c(c1)OC1(C)CC2C(C(=O)c2ccccc2OC)C(=O)N1 (stereo not drawn) | 95.7 | 109.7 | 97.5 | -4.1 | 11.1 | 1.7 | 100.3 | 4.5
CC(C)COP(=O)(c1ccc(N(C)C)cc1)C(O)c1ccncc1 (stereo not drawn) | 106.2 | 106.3 | 101.2 | 6.9 | 5.7 | -1.9 | 98.7 | -2.7
O=C(CSc1nnc(NC(=O)C2CCC2)s1)Nc1ccc(N2CCOCC2)cc1 | 127.3 | 111.3 | 99.7 | 7.6 | 12.1 | 6.3 | 106.4 | -5.2
CN(C(=O)CSc1ncnc2sc3c(c12)CCC3)C1CCS(=O)(=O)C1 (stereo not drawn) | 118.5 | 93.9 | 95.4 | -1.7 | 0.6 | 6.2 | 96.5 | -33.8
O=C(OCC(=O)N1CCN(S(=O)(=O)c2ccccc2)CC1)C1CCC1 | 103.9 | 100.1 | 103.2 | 6.5 | 5.7 | -0.1 | 93.3 | 0.9
CCOC(=O)c1[nH]c2cc(OC)c(OC)cc2c1NC(=O)C(C)N1CCN(Cc2ccccc2)CC1 (stereo not drawn) | 78.9 | 96.5 | 98.3 | 4.6 | 5.6 | 4.6 | 96.8 | 19.7
O=C(NC(Cc1ccccc1)C(=O)O)/C(=C/c1ccccc1)NC(=O)c1cccc(Br)c1 (stereo not drawn) | 99.9 | 100.7 | 104.6 | -17.0 | 0.5 | 2.6 | 82.1 | 1.3
CCc1noc(C)c1C(=O)NCCc1ccc(S(N)(=O)=O)cc1 | 98.9 | 101.5 | 94.8 | 0.0 | -3.2 | 1.9 | 97.3 | 8.7
CCNC(=O)CSc1nnc(-c2cccc(S(=O)(=O)N(CC)CC)c2)n1CCc1ccccc1 | 111.6 | 104.6 | 96.2 | 3.9 | -2.9 | -2.3 | 104.7 | 4.4
COc1ccc(NC(C)=O)cc1CNC(=O)CN1CCOCC1 | 110.1 | 104.3 | 101.7 | 4.2 | 4.5 | -3.2 | 95.4 | 1.3
COc1cc(NC(=O)C23CC4CC(C2)CC(n2cnc([N+](=O)[O-])n2)(C4)C3)cc(OC)c1 | 100.4 | 109.8 | 103.5 | 0.9 | -3.4 | 5.5 | 99.4 | -2.7
O=C(NC1CCC(O)CC1)c1cc(Cl)c2c(c1)OCCO2 (stereo not drawn) | 82.1 | 96.0 | 92.9 | 14.1 | 0.9 | 0.5 | 106.9 | -0.4
COc1cccc(-c2nc(C(=O)NCCCN3CCOCC3)cc3c2[nH]c2ccccc23)c1 | 100.9 | 110.1 | 90.7 | 10.7 | 16.5 | -1.0 | 107.0 | 151.5
O=C1N=C(N2C=CC(=C3C=CNC=C3)C=C2)/C(=C/N=NC(=O)c2ccccc2)S1 | 149.1 | 104.0 | 102.9 | 3.3 | 5.7 | 2.5 | 95.4 | -24.1
CC1CCN(C(=O)c2nc[nH]c2C(=O)N2CCc3ccccc3C2)CC1 | 103.2 | 97.1 | 94.2 | 4.7 | 1.8 | 0.0 | 103.8 | 24.6
CCc1nnc(NC(=O)CCN2C(=O)C3CCCCC3C2=O)s1 (stereo not drawn) | 101.1 | 107.6 | 103.5 | -4.6 | -3.1 | -1.6 | 76.0 | 23.2
O=C(CN=C1NS(=O)(=O)c2ccccc21)OCC(=O)c1ccccc1 | 99.4 | 100.2 | 117.4 | 7.8 | -7.5 | -0.7 | 100.8 | 2.9
N#Cc1c(Cl)cccc1-n1ccnc1 | 131.7 | 101.8 | 97.8 | -7.5 | 4.3 | -2.3 | 100.5 | 2.9
Cc1ccc(C(=O)CSc2cc(C)nc(SCC(=O)c3ccccc3)n2)cc1 | 110.6 | 103.1 | 100.3 | 6.6 | -4.6 | 3.8 | 100.8 | 2.7

Compound profiles, from the list above. Values in the order: CR mimetic SO, MEP2 TOR yeast, RPL19A-GFP yeast, procasp7 counter, procasp3 activ, AHR activator, LAP4 TOR yeast, JMJD2C inh
O=C(CN=C1NS(=O)(=O)c2ccccc21)OCC(=O)c1ccccc1 reads 99.4, 100.2, 117.4, 7.8, -7.5, -0.7, 100.8, 2.9
COc1cc(NC(=O)C23CC4CC(C2)CC(n2cnc([N+](=O)[O-])n2)(C4)C3)cc(OC)c1 reads 100.4, 109.8, 103.5, 0.9, -3.4, 5.5, 99.4, -2.7

The listing continues.
SMILES | CR mimetic SO | MEP2 TOR yeast | RPL19A-GFP yeast | procasp7 counter | procasp3 activ | AHR activator | LAP4 TOR yeast | JMJD2C inh
CC(CCc1ccco1)NC(=O)Nc1cccc(F)c1 (stereo not drawn) | 94.0 | 99.4 | 99.2 | 2.8 | -0.1 | 1.7 | 105.1 | 20.0
O=C1CC(N2CCN(c3ccc(F)cc3)CC2)C(=O)N1c1ccccc1 (stereo not drawn) | 91.1 | 97.5 | 103.0 | -4.3 | -13.7 | 0.8 | 111.5 | -9.0
Cc1ccccc1OCCC(=O)OCC(=O)NCCc1ccc(S(N)(=O)=O)cc1 | 103.5 | 93.8 | 97.2 | -4.7 | -5.8 | 1.2 | 91.6 | -0.8
COc1ccc(CC(=O)Nc2c3c(nn2C(C)(C)C)CS(=O)(=O)C3)cc1OC | 102.7 | 100.2 | 94.1 | -3.1 | 2.5 | 3.8 | 109.1 | -2.9
CCOC(=O)c1cc2c(nc1NC(=S)Nc1ccccc1)CC(C)(CC)OC2 (stereo not drawn) | 91.5 | 111.0 | 104.1 | 5.9 | 5.8 | 10.7 | 93.6 | 8.9
CC(C)c1ccc(CN(C(=O)c2ccco2)C2CCS(=O)(=O)C2)cc1 (stereo not drawn) | 91.7 | 103.7 | 106.3 | 8.4 | 9.3 | -2.2 | 100.6 | 11.2
COc1ccccc1NC(=O)c1cc2ccccc2nc1C | 100.9 | 99.4 | 93.2 | -7.1 | -3.6 | 57.4* | 93.8 | -6.6
CCCOc1ccc(C(=O)NC2CCSc3ccccc32)cc1 (stereo not drawn) | 73.0 | 100.6 | 98.9 | 5.6 | 4.5 | 2.9 | 105.4 | -3.4
COc1ccc(/C=C/C(O)=C(\C#N)c2nnc(N3CCOCC3)n2-c2ccccc2)cc1OC | 116.8 | 101.5 | 84.2 | 12.9 | -2.3 | 17.7 | 94.7 | -0.9
CC(C)(C)c1ccc(OCCC(=O)OCC(=O)NC(=O)NC2CCCC2)cc1 | 87.8 | 94.7 | 92.2 | 1.1 | 6.6 | -2.2 | 108.6 | 5.6
CCC(CC)C(=O)Nc1c(C(=O)N2CCN(c3ccccc3)CC2)oc2ccccc12 | 99.3 | 110.9 | 106.9 | -1.4 | -3.3 | -4.5 | 91.6 | 64.4
COc1ccc(/C=C/C(=O)c2ccccc2)c(OC)c1 | 91.0 | 93.3 | 99.9 | -7.8 | -4.3 | 2.6 | 95.3 | -2.6
Cc1ccc(-c2csc(N=C(N)N)n2)cc1 | 121.2 | 99.3 | 98.0 | 4.7 | 0.4 | -2.7 | 104.4 | 4.0
Cc1ccc(N(CC(=O)Nc2cc(C)cc(C)c2)S(=O)(=O)c2cccc3nonc23)cc1 | 112.3 | 98.2 | 96.7 | -8.9 | -1.8 | 0.9 | 99.0 | 2.4

4 of the entries above in order of the MEP2 TOR yeast value, smallest number first.
mol | MEP2 TOR yeast
COc1ccc(/C=C/C(=O)c2ccccc2)c(OC)c1 | 93.3
CC(C)(C)c1ccc(OCCC(=O)OCC(=O)NC(=O)NC2CCCC2)cc1 | 94.7
O=C1CC(N2CCN(c3ccc(F)cc3)CC2)C(=O)N1c1ccccc1 (stereo not drawn) | 97.5
CCC(CC)C(=O)Nc1c(C(=O)N2CCN(c3ccccc3)CC2)oc2ccccc12 | 110.9

Bioassay records: PubChem, several laboratories
